JMJD2A Tudor = inhibitors of human JMJD2A Tudor domain. Potency, µM (series often up to 114 µM), inactives show at the top dose activity change, negative = inhibition, hits mostly inhibitors. 390,000 tested, 4.4% active. AlphaScreen JMJD2A-Tudor / H3K4me3 peptide binding. O75164; further: on the % scale 0 is the no-effect control and ±100 the full control effect; nearly all actives have a fitted effect of over 50% in size
Target sequence (O75164 whole entry, looked up, the tested form may be a part): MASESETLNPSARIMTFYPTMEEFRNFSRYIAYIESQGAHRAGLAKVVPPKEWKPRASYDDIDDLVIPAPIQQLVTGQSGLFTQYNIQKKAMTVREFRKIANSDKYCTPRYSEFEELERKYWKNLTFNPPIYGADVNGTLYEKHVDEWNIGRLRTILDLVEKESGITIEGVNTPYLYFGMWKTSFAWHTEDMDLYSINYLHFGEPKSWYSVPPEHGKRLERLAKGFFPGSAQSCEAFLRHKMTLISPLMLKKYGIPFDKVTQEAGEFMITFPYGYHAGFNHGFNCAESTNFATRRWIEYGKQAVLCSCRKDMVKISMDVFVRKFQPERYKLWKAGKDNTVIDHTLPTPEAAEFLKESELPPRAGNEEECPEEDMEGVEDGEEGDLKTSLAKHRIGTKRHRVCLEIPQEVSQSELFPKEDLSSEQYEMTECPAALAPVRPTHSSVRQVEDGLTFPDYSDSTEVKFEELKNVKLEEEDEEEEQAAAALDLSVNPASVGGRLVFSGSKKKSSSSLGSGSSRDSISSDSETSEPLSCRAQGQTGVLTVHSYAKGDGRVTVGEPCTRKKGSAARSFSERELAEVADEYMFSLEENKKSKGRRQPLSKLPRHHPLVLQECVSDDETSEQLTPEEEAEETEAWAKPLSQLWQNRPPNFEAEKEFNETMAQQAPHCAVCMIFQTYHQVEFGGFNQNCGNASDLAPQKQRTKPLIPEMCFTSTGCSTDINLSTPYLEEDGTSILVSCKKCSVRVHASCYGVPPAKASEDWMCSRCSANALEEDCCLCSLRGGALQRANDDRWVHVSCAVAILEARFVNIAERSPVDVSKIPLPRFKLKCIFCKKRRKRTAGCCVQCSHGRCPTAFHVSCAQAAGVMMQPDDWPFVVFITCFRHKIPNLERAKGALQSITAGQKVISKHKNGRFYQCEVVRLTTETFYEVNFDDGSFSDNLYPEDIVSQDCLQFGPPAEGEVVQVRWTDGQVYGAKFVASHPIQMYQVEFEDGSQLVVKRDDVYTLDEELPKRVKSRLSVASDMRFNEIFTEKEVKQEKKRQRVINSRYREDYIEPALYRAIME
Pin1 inh = inhibitors of human Pin1; Q13526; Pin1 FP peptide displacement, HiFluor488, 10 min; Potency, µM (highest dose often 115 µM), for inactives: at the top dose activity, negative = inhibition, hits mostly inhibitors; 390,000 tested, 0.009% active; AID 504891; active means well fitted inhibition curve with a large enough effect in the polarisation, with a control signal flat, not every such curve was filed as active; inconclusive means small, poorly fitted or top-dose-only effect, or effect the other way, or a change in a side signal; inactive means no such curve, though single readings can be large or run the other way; the % refers to the polarisation; further: on the % scale 0 is the no-effect control and ±100 the full control effect
12-LOX inh = inhibitors of human 12S-lipoxygenase ALOX12. Potency, µM (top dose mostly 108 µM), for the others: at the highest dose activity change, negative = inhibition, actives largely listed as inhibitors. AID 1671190. purified 12hLO, xylenol orange hydroperoxide absorbance. 580,000 tested, 1.1% active; further: on the % scale 0 is the no-effect control and ±100 the full control effect
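Purified human 12hLO at 150 nM in 25 mM Hepes, 0.01% Triton X-100, pH 7.0, preincubated 15 min at room temperature with compound. Reaction started with 40 uM arachidonic acid, 30 min at room temperature. Hydroperoxide measured by Fe-xylenol orange, 573/405 nm absorbance ratio.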
TrxR1 inh = rat TrxR1 inhibition; O89049; 390,000 tested, 1% active; Potency, µM (highest dose often 114 µM), inactives show at the top dose activity change, negative = inhibition, hits mostly inhibitors; recombinant rTrxR1, NADPH fluorescence consumption, selenite substrate; further: on the % scale 0 is the no-effect control and ±100 the full control effect; nearly all actives have a fitted effect of over 65% in size
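Rat TrxR1 (90 nM in the dispensed reagent) was pre-reduced with 400 uM NADPH for 5 min at room temperature, then incubated with compound for 15 min. After 400 uM selenite was added, NADPH fluorescence (Ex 340/Em 450 nm) was followed for 8 min.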
ERG-DNA inh = ERG Ets/DNA interaction inhibition. P11308. fluorescence polarization, His-ERG Ets domain / labelled DNA. Potency, µM (titrated, usually from 76.9 µM), for the others: at the highest dose FP activity, negative = inhibition, usual class: inhibitors. 370,000 tested, 0.028% active. AID 624246; active means well fitted inhibition curve with a large enough effect in the polarisation, with a control signal flat; inconclusive means small, poorly fitted or top-dose-only effect, or effect the other way, or a change in a side signal; inactive means no such curve, though single readings can be large or run the other way; the % refers to the polarisation;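 further: polarization taken with two DNA probes labelled with fluorescein and Texas red; % of control where 0% means no effect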
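His-tagged ERG Ets domain (1 uM in the protein solution; 300mM KCl, 50mM Tris-HCl, 1mM EDTA, 1mM DTT, pH 7.5) received compound, then a probe mix of 5 nM fluorescein-DNA and 100nM Texas-615-DNA. Fluorescence polarization was read for both dyes.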
HP1b binding inh = HP1-beta chromodomain-methylated histone interaction inhibition. P83916. 390,000 tested, 0.56% active. AlphaScreen HP1-beta / biotin-H3K9me3 peptide binding. Potency, µM (titrated, usually from 114 µM), without a hit: top-dose activity change, negative = inhibition, usual class: inhibitors; further: nearly all actives have a fitted effect of over 70% in size; inactives centre near 23
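HP1-beta protein (50 nM final) preincubated 30 min at room temperature with biotinylated H3(1-18)K9me3 peptide (50 nM) in PBS pH 7.4, 0.01% Tween-20, then compound added for 30 min. AlphaScreen streptavidin donor/nickel chelate acceptor beads (10 ug/mL final), 30 min dark, luminescence read.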
PGK inhibitor = blocks T. brucei phosphoglycerate kinase; Potency, µM (titrated, usually from 57.5 µM), without a hit: top-dose activity change, negative = inhibition, usual class: inhibitors; 380,000 tested, 0.043% active; PGK/GAPDH coupled, Kinase-Glo luminescence, 60 min; further: on the % scale 0 is the no-effect control and ±100 the full control effect; nearly all actives have a fitted effect of over 60% in size
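Recombinant glycosomal PGK reaction used 1,3-bisphosphoglycerate generated in-well by GAPDH (100nM final) in 100mM TEA pH 7.6, 5mM MgCl2, 0.01% Tween-20. After 60 minutes at room temperature, ATP was read by Kinase-Glo Plus luminescence end-point.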
GLS inhibitor = glutaminase GLS (human) inhibition | GLS enzymatic activity, qHTS titration | Potency, µM (doses to about 45.5 µM), inactives show at the highest dose activity change, negative = inhibition, hits mostly inhibitors | 410,000 tested, 0.21% active | AID 624170; further: on the % scale 0 is the no-effect control and ±100 the full control effect
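Human kidney-isoform GLS in 45 mM KH2PO4 pH 8.2, 0.02% Tween-20, with compound, started with 1mM L-Glutamine (added stock). Glutamate oxidase/HRP/Amplex red coupled fluorescence read at start and after 30 min at RT.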
RGS4 inhibitor = inhibitors of human regulator of G protein signaling 4. P49798. Transcreener GDP fluorescence polarization, RGS4-accelerated GTP hydrolysis. Potency, µM (highest dose often 114 µM), for the others: top-dose activity change, negative = inhibition, most hits filed as inhibitors. AID 504845. 390,000 tested, 0.039% active; further: on the % scale 0 is the no-effect control and ±100 the full control effect; nearly all actives have a fitted effect of over 75% in size; some results filed as inactive show a strong effect at the top dose
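MLSMR compounds (23 nl, pin-transferred) preincubated 10 min at room temperature with a 500nM (2x) first reagent, then RGS4 at 900nM (2x) plus Transcreener GDP mix added; fluorescence polarization (620/688 nm) read before and after 90 min at 30 °C.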
An asterisk follows results filed as active; i = inactive; ? = inconclusive; · = no result given; & = joins results of further samples; [ ] = remark or other dose. Unless noted, the call rests on the fitted dose curve; in most records, active means well fitted curve in the direction sought with a large enough effect; inconclusive means small, poorly fitted or top-dose-only effect, or another doubt; inactive means no such curve, though single readings can be large; an effect the other way counts as inactive or inconclusive. Potency means the concentration at half of the fitted maximal effect. The list is partial; count on the stated rates, not on these rows.

JMJD2A Tudor	Pin1 inh	12-LOX inh	TrxR1 inh	ERG-DNA inh	HP1b binding inh	PGK inhibitor	GLS inhibitor	RGS4 inhibitor	SMILES
12%	0%	0%	-28%	-7%	34%	-12%	-11%	2%	CC(=O)Cc1nsc(NC(=O)c2cccs2)n1
?	27%	-3%	-2%	16%	4%	-4%	5%	-12%	O=C(COc1ccc2ccccc2c1)Nc1ccccc1C(=O)O
-19%	-14%	-30%	31%	-10%	51%[activator]	-2%	-2%	-11%	O=C(N/N=C/c1ccc2c(c1)OCO2)C1CC1
-3%	-1%	-4%	-11%[57.1 µM]	4%	29%	-9%	-15%	58%[activator]	CC(C)CCNC(=O)CCc1nnc(COc2ccccc2)o1
14%	?	-29%	13%	-7%	56%[activator]	-1%	2%	13%	COc1cccc(-c2sc3ccc(OC)cc3c2C#CC2(O)CCCCC2)c1
-20%	88%[activator]	-19%&33%	27%[57.1 µM]	17%	6%	-1%	-1%	-20%	COc1ccc(/C=C/C(=O)c2cc3cccc(OC)c3oc2=O)cc1
-15%	0%	-7%	-10%	-5%	-7%	1%	-3%	20%	COc1ccc(NC(=O)c2cc(C3CC3)nc3c2c(C)nn3-c2ccccc2)cc1
-6%[11.4 µM]	3%	?	-16%	6%	7%	-6%	-8%	16%[11.4 µM]	O=C(COC(=O)C1CCCCC1C(=O)N1CCc2ccccc21)NCc1ccco1 (stereo not given)
-1%	-5%	-14%	15%[11.4 µM]	13%	16%	-2%	-7%	?	OC(COc1ccccc1)CN1CCCCC1 (stereo not given)
-1%	-2%	0%	7%	-2%	30%	6%	5%	-8%	O=C(COc1ncnc2ccccc12)Nc1cc([N+](=O)[O-])ccc1F
-12%	-8%	-4%	29%[0.0914 µM]	-5%	1%	0%	2%	4%	Cc1cc(N)n(-c2ccc(S(=O)(=O)N3CCOCC3)cc2[N+](=O)[O-])n1
-1%	-11%	-6%	12%	-1%	17%	-6%	8%	34%	CN(C)c1cc(C(F)(F)F)nc(-c2ccccn2)n1
-9%	13%	110%[activator]	14%	8%	38%	5%	2%	-17%	NC(=O)Nc1ccc(C(=O)OCC(=O)NCc2ccc3c(c2)OCO3)cc1
8%	-3%	-1%	17%[57.1 µM]	7%	48%[activator]	i	-1%	-12%	O=c1[nH]c2ccccc2nc1/C=C/c1ccccc1
-3%	-4%	-15%	23%[57.1 µM]	-17%	19%	0%	-16%	33%	Cc1cc(=O)[nH]c(SCC(=O)NC(c2ccccc2)c2ccccc2)n1
-18%	-2%	0%	6%	-3%	19%	-8%	6%	1%	Cc1nn(CC(=O)N2CCOCC2)c(=O)c2ccccc12
-6%	-4%	0%	21%	-10%	43%[activator]	-10%	-3%	2%	O=C(O)CC(NC(=O)C(c1ccccc1)c1ccccc1)c1ccc(F)cc1 (stereo not given)
-35%	0%	6%	-11%	6%	41%[activator]	-10%	-8%	-19%	Cc1ccc(NC(=O)CSc2sc3c(O)cc(=O)[nH]c3c2C#N)c(F)c1
-9%	?	-4%	17%[57.1 µM]	4%	5%	i	18%	4%	CC1(C)CC(=O)C2=C(C1)OC1OC(=O)CC21C (stereo not given)
-27%	24%	1%	15%[57.1 µM]	4%	-6%	-8%	4%	14%	CN(C)S(=O)(=O)c1ccc(NC(=O)CSc2nc3ccccc3n2-c2ccccc2)cc1

Arranged by molar mass (ascending): some entries from above.
JMJD2A Tudor	Pin1 inh	12-LOX inh	TrxR1 inh	ERG-DNA inh	HP1b binding inh	PGK inhibitor	GLS inhibitor	RGS4 inhibitor	SMILES
-19%	-14%	-30%	31%	-10%	51%[activator]	-2%	-2%	-11%	O=C(N/N=C/c1ccc2c(c1)OCO2)C1CC1
-1%	-5%	-14%	15%[11.4 µM]	13%	16%	-2%	-7%	?	OC(COc1ccccc1)CN1CCCCC1 (stereo not given)
12%	0%	0%	-28%	-7%	34%	-12%	-11%	2%	CC(=O)Cc1nsc(NC(=O)c2cccs2)n1

(continued)
JMJD2A Tudor	Pin1 inh	12-LOX inh	TrxR1 inh	ERG-DNA inh	HP1b binding inh	PGK inhibitor	GLS inhibitor	RGS4 inhibitor	SMILES
-22%	1%	-16%	12%	8%	9%	i	16%	-6%	COc1cc(-c2nc(C)c(C(C)=O)n2O)ccc1OCC(=O)Nc1ccc(F)cc1
-19%	6%	-4%	18%	0%	6%	-10%	7%	-5%	COc1ccccc1N1CCN(C(=O)C2CCCCN2S(=O)(=O)c2ccc(C)cc2)CC1 (stereo not given)
?	19%	-27%	6%[57.1 µM]	13%	-4%[57 µM]	i	-2%	4%	CCN(CCCNC(=O)c1cc2cc3cc(C)ccc3nc2s1)c1cccc(C)c1
-1%	1%	0%	0%	13%	22%	-9%	-3%	-43%	O=S(=O)(Nc1ccc(Oc2ncccn2)c(Cl)c1)c1ccc(F)cc1
4%	·	-13%	0%	-3%	31%	1%	30%[activator]	-24%	O=C(Cc1ccccc1)NNC(=O)Nc1cccc(Cl)c1
-13%	3%	-8%	13%[57.1 µM]	6%	23%	6%	2%	17%	Cc1cccc(C2c3[nH]c4ccccc4c3CCN2C(=O)CN2CCOC2=O)n1 (stereo not given)
-8%	16%	?	3%	2%	27%	13%	1%	?	CCN(CC)CCOC(=O)c1ccc(NC(=O)Cn2ncc3c([nH]c4ccc(C)cc43)c2=O)cc1
-4%	1%	?	19%	·	17%	0%	4%	5%	COc1cccc(-c2nnc(SCC(=O)Nc3cc(C)on3)n2C)c1
-1%	-2%	2%	24%	-11%	25%	-6%	-10%	-4%	O=C(NC1CCS(=O)(=O)C1)c1cccs1 (stereo not given)
10%	60%[activator]	1%	6%	9%	51%[activator]	-4%	3%	-5%	CCCCN(C)C(=O)CSc1c2c(nc3ccc(Cl)cc13)CCCC2
?	-2%	-1%	17%[57.1 µM]	11%	-15%	-5%	-6%	-7%	COc1ccc(-c2cc(C3CCN(C(=O)OC(C)(C)C)CC3)[nH]n2)cc1
-28%	5%	20%	18µM*	0%	?	?	-3%	10%	NS(=O)(=O)c1ccc(NC(=O)/C=C/c2ccco2)cc1
-9%	-12%	2%	-14%	·	18%	-3%	12%	23%	CCOC(=O)C1CCCN(C(=O)CN2C(=O)COc3ccc(C(C)(C)C)cc32)C1 (stereo not given)
-13%	2%	0%	4%	13%	34%	-7%	-1%	7%	CCc1sc(NC(=O)CN2CCC(C(N)=O)CC2)nc1-c1ccccc1
-17%	0%	386%[activator]	3%	-1%	17%	0%	4%	-17%	CCn1c(Cc2ccccc2)nnc1SCC(=O)Nc1ccc2c(c1)OCO2
-26%	1%	-24%	22%	-1%	36%	-1%	-1%	-12%	COc1ccc2c(c1)c1nc(SCC(C)C)n(CCO)c(=O)c1n2C
-16%	-2%	?	14%	-9%	40%[activator]	-4%	18%	-13%	COc1ccc(C2=NOC(Cn3nc(-c4ccccc4)cc3C(=O)O)C2)cc1 (stereo not given)
-19%	-1%	?	?	-2%	22%	3%	-18%	3%	CCn1c(=N)c(C(=O)NCCCOC)cc2c(=O)n3cccc(C)c3nc21
-8%	2%	16%	4%[57.1 µM]	6%	10%	-1%	18%	12%	Cc1cc(C)n(-c2ccc(C(C)C)cc2)c(=O)c1C#N
-11%	-1%	-12%	35%[57.1 µM]	-1%	21%[57 µM]	-8%	0%	-7%	O=C(CSc1nc2c([nH]c3ccccc32)c(=O)n1-c1ccccc1)c1ccc(Cl)cc1

Next records
JMJD2A Tudor	Pin1 inh	12-LOX inh	TrxR1 inh	ERG-DNA inh	HP1b binding inh	PGK inhibitor	GLS inhibitor	RGS4 inhibitor	SMILES
-14%	-6%	242%[activator]	29%	-2%	29%	-10%	3%	0%	O=C(CSc1ccc2nnc(-c3cccnc3)n2n1)Nc1cccc(F)c1
-3%	-1%	16%	7%[57.1 µM]	3%	18%	-11%	0%	-6%	Cc1nc2ccccc2c(=O)n1NC(=O)c1ccccc1Cl
3%	-5%	2%	11%	6%	33%	-4%	-9%	-6%	O=C(COC(=O)COc1ccc2c(c1)CCC2)Nc1ccccc1
-5%	5%	19%	-6%	6%	29%	-9%	0%	-41%	CN(CC1CCCO1)S(=O)(=O)c1ccc(C(=O)Nc2ccc(F)cc2)cc1 (stereo not given)
-10%	-6%	-4%	13%	3%	10%	-7%	-1%	10%	CCc1ccc(N(CC(=O)NCCc2ccccc2)C(=O)CCC(=O)Nc2ccccn2)cc1
-6%	8%	-3%	10%	6%	30%	9%	4%	6%	O=S(=O)(CCNCCc1ccccc1)NCc1ccccc1
-29%	1%	?	-3%	-4%	-4%	·	-1%	-6%	CCCN(CCC)C(=O)Cn1nnc2sc(-c3ccccc3)cc2c1=O
1%	-5%	5%	-20%	-7%	63%[activator]	-4%	2%	-17%[56.9 µM]	CCN1CCN(CCNC(=O)c2ccc(CS(=O)c3ccc(Br)cc3)o2)CC1 (stereo not given)
1%	1%	17%	-16%[57.1 µM]	-10%	7%	-8%	0%	-18%	CNC(=O)Cn1c(C)cc(=O)c2cccc(C)c21
-2%	-4%	-17%	8%	-2%	22%	6%	38%[activator]	-8%	COc1ccccc1NC(=O)C/C(N)=N/O
-16%	-2%	0%	11%[57.1 µM]	3%	4%	i	3%	8%	O=[N+]([O-])c1ccc2ncnc(Nc3ccc4c(c3)OCCO4)c2c1
14%	-6%	-8%	-12%	1%	25%	-6%	-16%	-9%	CC(C)CCNC(=O)CCn1nc(-c2ccc(Cl)cc2)ccc1=O
-11%	1%	0%	-79%	2%	26%	-5%	-1%	-36%	CC1(C)CC(=O)C(C2=NC(C)(C)Cc3ccccc32)=C(O)C1
-6%	-3%	-1%	-11%	·	37%	-5%	0%	-13%	COc1ccc(NC(=S)N2CCN(c3ccccn3)CC2)cc1OC
